NSD2 inh: inhibitors of human histone methyltransferase NSD2 | O96028 | NSD2 peptide methylation, AlphaScreen, 120 min | inhibition, % at 12.5 µM | 310,000 compounds, 0.54% hits | AID 743445; in the data active = inhibition above about 50%
dFosB activator: activators of mouse delta FosB homodimer. purified delta FosB, TAMRA-CDK5 oligo fluorescence polarization; percent of positive-control signal above neutral wells. activation, % at 25 µM. 340,000 compounds, 0.99% hits;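 active = mean activation above about 17%, with every replicate also reaching it, limit read from the data, passing the limit was not always enough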;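 note: fluorescence polarization rise as delta FosB binds a TAMRA Cdk5 AP-1 oligo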
Target sequence (P13346 whole entry, looked up): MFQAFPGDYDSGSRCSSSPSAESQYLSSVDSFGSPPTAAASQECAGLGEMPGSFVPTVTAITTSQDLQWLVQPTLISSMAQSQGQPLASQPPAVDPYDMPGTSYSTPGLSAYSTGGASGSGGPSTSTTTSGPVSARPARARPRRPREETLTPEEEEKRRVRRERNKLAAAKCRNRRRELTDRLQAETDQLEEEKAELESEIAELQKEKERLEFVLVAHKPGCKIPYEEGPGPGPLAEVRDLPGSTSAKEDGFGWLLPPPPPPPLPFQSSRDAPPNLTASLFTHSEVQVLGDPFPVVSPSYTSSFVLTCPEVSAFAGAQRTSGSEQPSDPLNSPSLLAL
PvdQ inh: P. aeruginosa PvdQ acylase inhibition. 340,000 compounds, 0.063% hits. inhibition, % at 10 µM. purified PvdQ acylase, fluorescence plate reader; in the data active = inhibition above about 30%, passing the limit was not always enough;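 note: 0% = vehicle neutral wells and 100% = reference inhibitor wells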
MITF act: activators of MITF-driven TRPM1 promoter activity in SK-MEL-5 cells | AID 588334 | SK-MEL-5 TRPM1-promoter luciferase, 24 h; % of positive control, neutral wells = 0 | activation, % at 12.5 µM | 300,000 compounds, 0.75% hits;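 active = mean activation of at least 80% with every replicate also reaching 80%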;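 note: 0% = neutral control wells and 100% = parthenolide positive control wells; values of inactives mirror those of a sister screen read the other way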
Rtt109 HAT inh: blocks Candida albicans Rtt109/Vps75 acetyltransferase activity | 330,000 compounds, 0.16% hits | inhibition, % at 34.9 µM | Q5AAJ8 | AID 540336 | purified Rtt109/Vps75, ThioGlo CoA-SH fluorescence, 4 h;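 active = inhibition of at least 50% in every replicate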
CAL PDZ FP-1: inhibitors of human CAL PDZ peptide binding. purified CAL PDZ, TMR-peptide fluorescence polarization, 1 h. inhibition, % at 20 µM. 330,000 compounds, 0.02% hits. AID 504414;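 active = highest replicate inhibition of at least 40%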;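 note: plate controls were DMSO neutral control wells for no effect and unlabeled competitor peptide control wells for full effect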
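System: tagged CAL PDZ domain. Schedule: 1 h room-temperature incubation prior to read. Signal: fluorescence polarization (mP). Measure: percent inhibition from loss of millipolarization.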
CAL PDZ FP-2: CAL PDZ (human) peptide binding inhibition; Q9HD26; purified CAL PDZ, TMR-peptide fluorescence polarization, 1 h; inhibition, % at 24.9 µM; 300,000 compounds, 0.92% hits; AID 602252;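 active = mean inhibition of at least 30% with at least half of replicates also reaching 30%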;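 note: 0% = DMSO neutral control and 100% = excess unlabeled competitor peptide PRC23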
PfHsp90 yeast 2: growth inhibition of yeast expressing Plasmodium Hsp90. inhibition, % at 9.4 µM. AID 504621. 310,000 compounds, 0.32% hits. S. cerevisiae expressing PfHsp90, BacTiter-Glo ATP, 48 h; yeast lacking PDR1 and PDR3 efflux regulators;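 active = every replicate shows inhibition above about 80%, whatever the replicate mean, limit read from the data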;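 note: 0% = DMSO neutral controls and 100% = 20 µM radicicol positive controls; yeast relying on Plasmodium falciparum Hsp90 in place of its own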
SR-BI HDL uptake: mouse SR-BI HDL lipid transfer inhibition; Q61009; ldlA[mSR-BI] CHO cells, DiI-HDL uptake fluorescence, 3 h; inhibition, % at 12.5 µM; 320,000 compounds, 0.96% hits;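 active = mean replicate inhibition of at least 70% and a set share of replicates each scoring 70 or more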;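 note: 0% = median of neutral control wells and 100% = median of positive control wells; values of inactives mirror those of a sister screen read the other way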
Target sequence (Q61009 whole entry, looked up): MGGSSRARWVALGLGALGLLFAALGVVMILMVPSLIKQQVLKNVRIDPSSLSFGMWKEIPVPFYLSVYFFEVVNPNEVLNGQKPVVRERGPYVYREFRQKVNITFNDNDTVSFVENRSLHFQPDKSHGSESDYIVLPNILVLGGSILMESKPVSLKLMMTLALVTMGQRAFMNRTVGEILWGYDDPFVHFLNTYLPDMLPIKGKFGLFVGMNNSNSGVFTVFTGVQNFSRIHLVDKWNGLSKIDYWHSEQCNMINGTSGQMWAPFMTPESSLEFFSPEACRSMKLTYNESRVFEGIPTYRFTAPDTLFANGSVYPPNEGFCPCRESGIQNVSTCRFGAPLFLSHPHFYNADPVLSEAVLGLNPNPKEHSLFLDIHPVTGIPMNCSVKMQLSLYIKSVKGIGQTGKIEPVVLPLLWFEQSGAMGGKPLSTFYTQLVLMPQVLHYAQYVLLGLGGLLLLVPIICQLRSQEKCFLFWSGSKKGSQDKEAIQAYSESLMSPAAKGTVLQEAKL
SR-BI DiI-HDL act: activators of SR-BI mediated HDL lipid uptake | 320,000 compounds, 0.096% hits | AID 504775 | activation, % at 12.5 µM | CHO ldlA[mSR-BI] cells, DiI-HDL uptake fluorescence, 3 h; 100 = double the neutral-control signal;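 active = mean replicate activation of at least 60% and every replicate at or above 60%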;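 note: 0% = median plate neutral-control signal and 100% = twice that signal; values of inactives mirror those of a sister screen read the other way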
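Assay system: LDL receptor-deficient CHO ldlA cells overexpressing murine SR-BI / Medium: BSA-supplemented, HEPES-buffered Ham's F12, pH 7.4 / Probe or stimulus: DiI-labelled HDL at 10 µg/mL final / Timing: compound with DiI-HDL co-incubation, 3 h at 37 °C / Technique: bottom-read cell fluorescence after medium removal, ex 550/em 595 nm / Measure: HDL uptake via cellular fluorescence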
Numbers without * were called inactive; x = no result given. Outcome played no part in choosing rows; any-hit rate near 4.3%.

SMILES	NSD2 inh	dFosB activator	PvdQ inh	MITF act	Rtt109 HAT inh	CAL PDZ FP-1	CAL PDZ FP-2	PfHsp90 yeast 2	SR-BI HDL uptake	SR-BI DiI-HDL act
Cc1ccc(CNC(=O)CN2C(=O)COc3ccc(S(=O)(=O)N4CCC(C)CC4)cc32)o1	-4	-9	-11	-2	-8	0.0	8	1	-9	9
Cc1ccccc1OCCC(=O)OCC(=O)NC1CCS(=O)(=O)C1 (stereo unspecified)	0	5	-9	-3	-11	0.2	x	-3	-30	30
Cc1ccc(C(C)C)c(OCCCn2ccnc2C)c1	4	-10	-7	2	1	0.4	2	10	14	-14
CNC(=O)c1cccc(NC(=O)c2cc(-c3ccccc3)nc3c2cnn3C(C)C)c1	0	-33	-3	-20	13	-4.8	-1	23	82*	-82
COc1ccccc1NCC(O)Cn1c2ccccc2c2ccccc21 (stereo unspecified)	-1	-11	-2	2	15	0.2	-2	-50	39	-39
O=S(=O)(Nc1cccc(CCc2ccccn2)c1)c1ccc(Cl)cc1	11	-7	-18	-8	12	-0.1	-1	6	-8	8
CC(=O)Oc1cccc(-c2nc3ccccc3c(=O)o2)c1	-1	-10	22	-30	-6	-2.6	0	1	-16	16
O=C(CN1C(=O)NC2(CCCCC2)C1=O)Nc1cccc(Cl)c1Cl	-1	9	-22	14	-12	0.1	-3	x	-16	16
COC(=O)C1=C(CS(=O)(=O)c2cc(OC)ccc2OC)NC(=O)NC1c1ccc(O)c(OC)c1 (stereo unspecified)	-6	-2	0	0	5	-1.9	-1	-21	0	0
Cc1ccc2[nH]c3c(c2c1)CCN(C)C3	20	0	1	x	9	-2.0	-6	3	0	0
COC(=O)CSc1nnc(CNC(=O)c2cc(OC)cc(OC)c2)n1-c1ccc(F)cc1	0	-5	-2	-14	1	0.6	3	x	3	-3
O=C(NCC1CCCCC1)c1cccnc1	0	4	-4	-4	1	3.5	43*	-2	-21	21
N#CC12C(N)=NC3(OCCO3)C1(C#N)C1=C(CCC1)NC2c1ccccc1 (stereo unspecified)	4	-12	3	-14	-8	-0.6	-3	6	x	x
CCN(CC)C(=O)COc1ccc(/C=N/NC(=O)c2cc(-c3ccccc3OC)nc3ccccc23)cc1OC	0	-11	-23	x	-6	-4.3	15	12	x	x
CCOC1CCc2c(C)nc(N)nc2S1 (stereo unspecified)	-3	5	-5	-1	5	-1.3	-6	6	3	-3
CN1C(=O)C2C3c4ccccc4C(c4ccccc43)[C@@H]2C1=O (stereo partly specified)	-1	0	-7	-2	2	x	-3	-13	2	-2
CC1(C)C=Cc2c(c3ccccc3[nH]c2=O)O1	2	-5	-12	-3	-14	-0.2	1	x	-8	8
COC(=O)c1c(NC(=O)CCCC(=O)O)sc2c1CCCCC2	3	-5	12	-17	x	-0.7	-6	0	4	-4
O=C(CN(Cc1ccccc1)S(=O)(=O)c1ccc(S(=O)(=O)N2CCOCC2)cc1)Nc1ccccc1	-2	-7	-7	-3	-4	-0.1	-7	x	11	-11
CCOc1ccc(NC(=O)CN(C)C(=O)C2CCN(c3ncnc4sc(C)c(C)c34)CC2)cc1OCC	0	-19	-15	7	17	-3.1	-3	4	63	-63
COc1cccc(C(=O)N2N=C(c3ccccc3)CC2(O)C(F)(F)F)c1 (stereo unspecified)	-1	-9	7	-6	-1	-0.5	-1	0	37	-37
COc1ccc(C(=O)Oc2cc3c4c(c2)C(C)=CC(C)(C)N4C(=O)C3=O)cc1OC	8	-12	1	-12	4	-2.0	-2	3	35	-35
C/C(N)=C(/C#N)C(=O)CSc1nc2scc(-c3ccccc3)c2c(=O)n1C	-4	-12	2	-2	-2	-3.1	2	3	19	-19
Cc1ccc(C(=O)NCCCN2CCOCC2)c(Cl)c1	0	-6	-12	x	-12	0.4	-3	-1	-57	57
Cc1ccc(NC(=O)CN(C)C(=O)/C=C/c2ccc3c(c2)OCO3)cc1	2	-7	-11	x	-1	-1.6	-6	-4	-22	22
CC1(C)C(c2ccccc2)=NC(c2ccccc2)N1O (stereo unspecified)	0	3	7	x	x	-3.4	-4	-10	-11	11
CCOC(=O)c1cccc(NS(=O)(=O)c2c(C(=O)N3CCCCCC3)c(C)n(C)c2C)c1	6	-11	-5	-7	-11	-0.3	x	1	-7	7
CC(/C=N/NC(=O)c1cc(-c2cccn2C)n[nH]1)=C\c1ccccc1	1	-5	7	x	12	-2.1	-1	1	38	-38
O=c1c2ccccc2nc2n1CCS2	2	-6	-10	-1	-14	x	5	x	-23	23
CCCCOC(=O)c1cc(-c2ccc(/C=N/n3cnnc3)o2)ccc1Cl	5	-11	1	9	-3	-0.4	-5	-8	38	-38
O=C(C1CCN(S(=O)(=O)N2CCC3(CC2)OCCO3)CC1)N1CCN(Cc2ccccc2)CC1	14	3	4	-6	4	0.6	-7	29	-24	24
CC(=O)C1=C(C)OC(N)=C(C#N)C1c1cc2cc(C)c(C)cc2nc1Cl (stereo unspecified)	4	-6	4	x	x	-2.2	-4	x	-4	4
CN(C)c1ccc(NC(=S)c2ccccn2)cc1	25	-6	2	-78	4	-0.6	-2	38	x	x
CCCCC(CC)C(=O)NCCc1ccc(S(N)(=O)=O)cc1 (stereo unspecified)	2	1	2	-5	1	0.2	x	-21	3	-3
COc1ccc(C(=O)OCC(=O)NC2CC2)cc1OC	12	-10	2	2	-5	0.0	-3	-1	-30	30
Cc1ccc(CN2CCN(Cc3ccccc3)C(CCO)C2)s1 (stereo unspecified)	3	0	-7	-3	0	-0.2	3	3	-1	1
CCOc1cc(C(=O)NN=C2CCCC2)cc(OCC)c1OCC	-3	-12	-9	-17	-8	-2.2	2	18	-21	21
CC(=O)NCCSCCNC(C)=O	-2	0	-12	1	-8	-0.6	4	9	17	-17
O=C(NCCc1ccccc1)C1CCN(C(=O)N2CCOc3ccccc32)CC1	x	4	5	x	-8	-0.9	0	-4	18	-18
CCn1cc(C(=O)N2CCCC2)c(=O)c2cc(S(=O)(=O)N3CCC(C)CC3)ccc21	0	-8	0	3	-15	0.2	-3	-42	-5	5
Cc1ccc(-c2[nH]c(-c3ccc(Cl)cc3)nc2SCC(=O)NCC2CCCO2)cc1 (stereo unspecified)	x	0	-5	2	-9	-0.1	4	6	62	-62
O=C(/C(=C/O)N=Nc1cccc(C(F)(F)F)c1)c1ccccc1	0	-2	1	-16	19	-1.4	-3	108*	14	-14
O=c1[nH][nH]c(-c2ccccc2)c1-c1ccccc1	1	4	-19	9	-2	-0.2	-2	x	-6	6
Cc1cc(C)nc(NC(=O)c2cc(-c3ccc(C)s3)nc3ccccc23)c1	-2	-1	-2	6	2	-1.2	4	18	43	-43

A stretch of the results above, as a working copy:
SMILES	NSD2 inh	dFosB activator	PvdQ inh	MITF act	Rtt109 HAT inh	CAL PDZ FP-1	CAL PDZ FP-2	PfHsp90 yeast 2	SR-BI HDL uptake	SR-BI DiI-HDL act
CC1(C)C(c2ccccc2)=NC(c2ccccc2)N1O (stereo unspecified)	0	3	7	x	x	-3.4	-4	-10	-11	11
CCOC(=O)c1cccc(NS(=O)(=O)c2c(C(=O)N3CCCCCC3)c(C)n(C)c2C)c1	6	-11	-5	-7	-11	-0.3	x	1	-7	7
CC(/C=N/NC(=O)c1cc(-c2cccn2C)n[nH]1)=C\c1ccccc1	1	-5	7	x	12	-2.1	-1	1	38	-38
O=c1c2ccccc2nc2n1CCS2	2	-6	-10	-1	-14	x	5	x	-23	23
CCCCOC(=O)c1cc(-c2ccc(/C=N/n3cnnc3)o2)ccc1Cl	5	-11	1	9	-3	-0.4	-5	-8	38	-38
O=C(C1CCN(S(=O)(=O)N2CCC3(CC2)OCCO3)CC1)N1CCN(Cc2ccccc2)CC1	14	3	4	-6	4	0.6	-7	29	-24	24
CC(=O)C1=C(C)OC(N)=C(C#N)C1c1cc2cc(C)c(C)cc2nc1Cl (stereo unspecified)	4	-6	4	x	x	-2.2	-4	x	-4	4
CN(C)c1ccc(NC(=S)c2ccccn2)cc1	25	-6	2	-78	4	-0.6	-2	38	x	x
CCCCC(CC)C(=O)NCCc1ccc(S(N)(=O)=O)cc1 (stereo unspecified)	2	1	2	-5	1	0.2	x	-21	3	-3
COc1ccc(C(=O)OCC(=O)NC2CC2)cc1OC	12	-10	2	2	-5	0.0	-3	-1	-30	30
Cc1ccc(CN2CCN(Cc3ccccc3)C(CCO)C2)s1 (stereo unspecified)	3	0	-7	-3	0	-0.2	3	3	-1	1
CCOc1cc(C(=O)NN=C2CCCC2)cc(OCC)c1OCC	-3	-12	-9	-17	-8	-2.2	2	18	-21	21
CC(=O)NCCSCCNC(C)=O	-2	0	-12	1	-8	-0.6	4	9	17	-17
O=C(NCCc1ccccc1)C1CCN(C(=O)N2CCOc3ccccc32)CC1	x	4	5	x	-8	-0.9	0	-4	18	-18
CCn1cc(C(=O)N2CCCC2)c(=O)c2cc(S(=O)(=O)N3CCC(C)CC3)ccc21	0	-8	0	3	-15	0.2	-3	-42	-5	5
Cc1ccc(-c2[nH]c(-c3ccc(Cl)cc3)nc2SCC(=O)NCC2CCCO2)cc1 (stereo unspecified)	x	0	-5	2	-9	-0.1	4	6	62	-62
